RBX1-CUL1 inh: blocks human RBX1-Cullin-1 di-ubiquitin formation. in vitro K48 di-Ub FRET, acceptor:donor ratio, 45 min. inhibition, % at 10 µM. 0.6% of 140,000 active. AID 1347404; in the data active = inhibition above about 25%
Target sequence (P62877 whole entry, looked up): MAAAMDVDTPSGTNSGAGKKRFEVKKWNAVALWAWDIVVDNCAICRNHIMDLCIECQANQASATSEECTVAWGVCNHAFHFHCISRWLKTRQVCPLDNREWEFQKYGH
Target sequence (Q13616 whole entry, looked up): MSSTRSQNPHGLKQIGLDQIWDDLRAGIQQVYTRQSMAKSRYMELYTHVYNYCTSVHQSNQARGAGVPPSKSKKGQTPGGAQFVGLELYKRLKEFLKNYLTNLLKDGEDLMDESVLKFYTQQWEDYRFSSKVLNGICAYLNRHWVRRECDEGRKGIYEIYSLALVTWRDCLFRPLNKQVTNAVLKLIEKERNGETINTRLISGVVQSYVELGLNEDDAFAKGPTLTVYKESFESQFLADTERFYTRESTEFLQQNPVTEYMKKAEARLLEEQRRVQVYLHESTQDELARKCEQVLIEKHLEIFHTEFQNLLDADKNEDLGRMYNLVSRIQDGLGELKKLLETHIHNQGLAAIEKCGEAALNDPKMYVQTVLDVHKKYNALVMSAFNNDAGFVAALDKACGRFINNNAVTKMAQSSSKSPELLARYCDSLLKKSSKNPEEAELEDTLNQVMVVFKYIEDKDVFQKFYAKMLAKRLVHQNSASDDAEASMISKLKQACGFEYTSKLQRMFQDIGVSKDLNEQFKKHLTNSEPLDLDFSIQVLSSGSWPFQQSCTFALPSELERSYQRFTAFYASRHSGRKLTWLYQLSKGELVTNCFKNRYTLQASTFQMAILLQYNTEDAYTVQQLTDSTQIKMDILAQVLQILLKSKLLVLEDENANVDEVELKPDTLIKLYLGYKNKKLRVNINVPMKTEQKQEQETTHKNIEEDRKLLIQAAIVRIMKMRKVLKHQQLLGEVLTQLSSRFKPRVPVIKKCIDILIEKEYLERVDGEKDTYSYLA
An asterisk follows results filed as active. Some of the compounds tested; the hit share may differ from the screen's.

SMILES	RBX1-CUL1 inh
CC1CCCC(CCC#N)/C1=N/Nc1ccc([N+](=O)[O-])cc1[N+](=O)[O-] (configuration not stated)	6
CCN(CC)c1ccc(NC(=O)c2c(Cl)cccc2Cl)cc1	3
CC(C)(C)c1ccc(C2C3=C(CCCC3=O)N(c3cc(C(F)(F)F)ccc3Cl)C(=N)C2C#N)s1 (configuration not stated)	-3
CCOc1ccc(CCNC(=O)Cn2nnc(-c3ccccc3Cl)n2)cc1OCC	3
COc1ccc(NC(=O)CCS(=O)(=O)c2cc3c4c(c2)CCN4C(=O)CC3)c(OC)c1	0
Cc1sc2nc(-c3ccccn3)[nH]c(=O)c2c1C	-5
CCO[C@H]1[C@H](NC(=O)c2ccco2)c2ccccc2C12CCN(C(=O)c1cscn1)CC2	0
CC(C(=O)NCc1cccc(Br)c1)n1ncn2cccc2c1=O (configuration not stated)	-10
C=C(C)C1CC=C(C)/C(=N/NC(=O)CCc2ccccc2)C1 (configuration not stated)	0
CC1=Nc2nc(SCc3cccc(C)c3)nn2C(c2cccs2)C1C(=O)Nc1ccc(Cl)cc1 (configuration not stated)	-6
CCC(O)CN1CCN(C2Cc3ccccc3Sc3ccc(Cl)cc32)CC1 (configuration not stated)	-3
CCOC(=O)N1CCc2c(sc(NCc3ccc(OC)c(Br)c3)c2C(=O)Nc2cc(OC)ccc2OC)C1	9
CCOC(=O)C1(Cc2ccc(OC)cc2)CCN(C(=O)CSC)CC1	1
CCOC(=O)C1=C(C)N=c2s/c(=C/c3ccc(OCC(C)C)cc3)c(=O)n2C1c1cccc(OC)c1OCC (configuration not stated)	4
Cc1ccc(-n2c(=O)c3cccnc3n2CC(=O)NCc2ccc(F)cc2)cc1C	-1
Cc1ccc(NC(=O)N2CCN(S(C)(=O)=O)CC2)cc1	4
COc1ccccc1N=c1sc2ccccc2n1C	-3
O=c1[nH]c(=S)[nH]c2sc3c(c12)CCCCCCCCCC3	6
Cc1ccc(C(=O)C(NC(=O)c2ccco2)Nc2ccc([N+](=O)[O-])cc2C)cc1 (configuration not stated)	6
CCc1ccc(C(=O)c2cn(CC(=O)Nc3ccc(F)cc3)c3cc4c(cc3c2=O)OCO4)cc1	-3
Cc1nccn1CCC(=O)N1CCC2(CCCN(CC3CCCCC3)C2)C1 (configuration not stated)	2
CCCCCC(=O)Nc1sc(C(=O)OC)c(C)c1C(=O)OC	3
Cc1cccc(-n2c(SCC(=O)Nc3ccccc3C)nc3c(oc4ccccc43)c2=O)c1	6
CCOC(=O)c1oc2c(c1C)/C(=N/OC(=O)c1ccccc1Cl)CCC2	10
Cc1cc(=O)n2nc(N3CCC(C(=O)NCc4ccccc4Cl)CC3)sc2n1	-20
CC1CC(=O)c2cnc(NCc3ccccc3)nc2C1 (configuration not stated)	0
Cc1oc(-c2ccccc2NS(=O)(=O)c2cccc(F)c2)nc1CNC(=O)COc1ccccc1	-6
CCn1ncc(Br)c1C(=O)Nc1c(C)nn(Cc2c(F)c(F)c(F)c(F)c2F)c1C	-9
CC(C)c1cc(C(=O)N2CCN(S(=O)(=O)c3cccs3)CC2)cs1	-1
COc1ccc(O)c(C2SCCCS2)c1	2

As entered above.
In RBX1-CUL1 inh, CC(C)c1cc(C(=O)N2CCN(S(=O)(=O)c3cccs3)CC2)cs1 has the entry -1
In RBX1-CUL1 inh, Cc1cccc(-n2c(SCC(=O)Nc3ccccc3C)nc3c(oc4ccccc43)c2=O)c1 has the entry 6

A section of the results above, for reference:
SMILES	RBX1-CUL1 inh
CC(C)c1cc(C(=O)N2CCN(S(=O)(=O)c3cccs3)CC2)cs1	-1
COc1ccc(O)c(C2SCCCS2)c1	2

(cont.)
SMILES	RBX1-CUL1 inh
Cc1cc(OC(C)C(=O)NC2CCS(=O)(=O)C2)cc(C)c1Cl (configuration not stated)	14
C=CCc1c(C)nc(-c2ccccc2)nc1N/N=C/c1ccc(OC)cc1	1
CCOC(=O)C1CCN(c2c(C(=O)c3ccc(OCC)cc3)cnc3ccc(OC)cc23)CC1	0
CC(=O)N1CCc2cc(Br)cc(S(=O)(=O)N3CCC(C(=O)N(C)c4cc(C)ccc4C)CC3)c21	1
Cc1ccc(N2C(=O)C(=O)N=C(Cl)C2Cl)cc1 (configuration not stated)	5
CC1=NC2=C(C(=O)CCC2)C(c2ccc3c(c2)c2ccccc2n3C)C1C(=O)Nc1ccc(C)cn1 (configuration not stated)	-3
Cc1c(C(=O)N2CCN(c3ccccc3F)CC2)oc2ccccc12	-7
COCCOc1ccccc1C(=O)Nc1cccc(Cl)c1	-8
CCc1cccc(C)c1NC(=O)CSc1nnc(COc2ccc(C)cc2)n1CC	-7
CCn1c(-c2ccccc2Cl)nn(CC(=O)Nc2cc(Cl)ccc2Cl)c1=S	1
Cc1ccc(C(=O)NC(=S)Nc2cccc(-c3nc4ccccc4s3)c2C)cc1	-4
CCc1c(C)sc(NC(=O)C(F)(F)F)c1C(N)=O	-5
CC(C)c1cc(C(=O)NCC2CCN(c3cnn(C)c(=O)c3)C2)nc(N)n1 (configuration not stated)	8
COc1ccc(C(C)C)cc1S(=O)(=O)Nc1ccc(F)cc1	5
C/C(=N\NC(=O)COc1cccc(C)c1C)c1cccc(NC(=O)c2ccc(C)s2)c1	2
CCCc1cc(=O)n2c(C(=O)Nc3ccc(OCC)cc3)c(C(=O)Nc3ccc(C)cc3)sc2n1	0
CC#CCN(Cc1ccco1)C(=O)c1cc(Cn2nc(C)cc2C)[nH]n1	-4
COc1ccc(C2N(c3ccccc3)CCN2c2ccccc2)cc1O	-9
CCN1CCN(CC(O)COC(C)C)CC1 (configuration not stated)	8
COC(=O)c1ccc(NC(=O)N2CCc3c([nH]c4ccccc34)C2c2ccc(C)cc2)cc1 (configuration not stated)	11
Cc1cc(Sc2nnnn2-c2ccccc2)nc2ccc(Cl)cc12	1
CC(=O)CC1C(C(C(C)=O)C(C)=O)N(C(C)=O)c2ccccc2N1C (configuration not stated)	9
Cc1ccc2cc(CN(C(=O)c3cccc(Cl)c3)c3ccccc3)c(=O)[nH]c2c1	4
COCCN1C(=O)CC(CC(=O)N(C)Cc2ccccc2C(F)(F)F)(c2ccccc2F)C1=O (configuration not stated)	2
CN1CCN(S(=O)(=O)Cc2ccc(Cl)c(Cl)c2)CC1	-2
CCC(=O)N1CCc2cc(S(=O)(=O)NC(Cc3ccccc3)C(=O)Nc3ccc(Cl)cc3)ccc21 (configuration not stated)	2
CCN(CC)c1ccc(NC(=O)C2Cc3ccccc3CN2S(=O)(=O)c2cccs2)cc1 (configuration not stated)	0
COc1ccc(C2CC(=O)C3C(=Nc4ccccc4NC3c3cc4c(cc3[N+](=O)[O-])OCO4)C2)cc1OC (configuration not stated)	2
CCOc1ccc(CNC(=O)C2CCCN(S(=O)(=O)c3ccc4c(ccn4C)c3)C2)cc1 (configuration not stated)	-2
Cc1ccc(-c2cc(C(=O)OCC(=O)c3ccccc3)c3cccc(Cl)c3n2)cc1	1
O=C(NCc1ccco1)c1ccc(S(=O)(=O)N2CCCCC2)cc1	0
CC(C)(C)c1nc2ccccc2c(=O)n1N1C(=O)c2ccccc2C1=O	-3
CCS(=O)(=O)N(C)c1ccc(C(=O)NCCC(C)C)cc1	10
CCOc1ccc(NC(=O)c2c(NC(=O)c3cccc(C)c3)sc3c2CCC3)cc1	2
COCC(=O)Nc1ccc(C(=O)Nc2cccc(C)c2)cc1	-6
S=C1Nc2cc(Cl)ccc2Sc2ccccc21	0
CC1(C)CC2(C)CC3=C(C(=O)/C(=N/NC(=S)Nc4ccccc4)C(C)(C)C3)C(O)(C1)C2 (configuration not stated)	-1
Cc1cccc(OC(=O)c2ccc(Br)o2)c1	0
O=C(CCn1c(=O)c2sccc2n(Cc2ccc(F)cc2)c1=O)NCc1ccc2c(c1)OCO2	-3
O=C1CCCCC(C(Nc2ccc(Br)cc2)c2ccccc2)N1 (configuration not stated)	-9
OCCOc1ccccc1CN1CCCC(Nc2ccc3c(c2)OCO3)C1 (configuration not stated)	-9
COc1cc2c(cc1OC)n(CC(=O)Nc1ccccc1)c(=O)n1nc(-c3ccccc3)nc21	2
C[n+]1cnc(-c2ccccc2)cc1-c1ccccc1	8
CSc1cccc(NC(=O)CSc2nnc(COc3c(C)cccc3C)n2C)c1	3
CCCOc1ccc(C2C3=C(CCCC3=O)OC(=N)C2C#N)cc1OCC (configuration not stated)	-2

Continued; the last 6 above are carried over.
SMILES	RBX1-CUL1 inh
O=C1CCCCC(C(Nc2ccc(Br)cc2)c2ccccc2)N1 (configuration not stated)	-9
OCCOc1ccccc1CN1CCCC(Nc2ccc3c(c2)OCO3)C1 (configuration not stated)	-9
COc1cc2c(cc1OC)n(CC(=O)Nc1ccccc1)c(=O)n1nc(-c3ccccc3)nc21	2
C[n+]1cnc(-c2ccccc2)cc1-c1ccccc1	8
CSc1cccc(NC(=O)CSc2nnc(COc3c(C)cccc3C)n2C)c1	3
CCCOc1ccc(C2C3=C(CCCC3=O)OC(=N)C2C#N)cc1OCC (configuration not stated)	-2
O=C(Cn1cnc2nc3c(cc2c1=O)CCCC3)N1CCN(c2cccc(C(F)(F)F)c2)CC1	-2
CC(C)(C)C(=O)Nc1ccc(C(=O)NNC(=O)c2ccc([N+](=O)[O-])cc2)cc1	-4
Cc1cccc(NC(=O)CSC2=Nc3ccccc3C3=NC(CC(=O)NCc4cccs4)C(=O)N23)c1 (configuration not stated)	2
COc1ccccc1Oc1ncccc1CNC(=O)C(C)(C)C	-5
COc1cccc(OCc2cc(C(=O)N3CCN(c4ncccn4)CC3)n[nH]2)c1	5
Nn1c(SCC(=O)Nc2ccccc2F)nc2ccccc2c1=O	-1
Cc1ccccc1-c1cnc(-c2ccncc2)nc1C1CCCN(C(=O)/C=C/c2ccc(F)cc2)C1 (configuration not stated)	-2
COc1cc(OC)c2c(OC)cccc2n1	-2
COc1ccc(-c2cc(C(F)(F)F)n3nc(C(=O)Nc4cccc(C(F)(F)F)c4)c(Br)c3n2)cc1	1
CCC(CC)C(=O)N1CCc2c(cnc(C)c2CNS(=O)(=O)c2cccs2)C1	4
Nn1c(SCc2ccccc2Cl)nc2sc3c(c2c1=O)CCCC3	2
CCCCCCCCc1nc(SC)n[nH]1	0
COc1ccccc1NC(=O)C1C(C)=Nc2nnnn2C1c1ccc(C(F)(F)F)cc1 (configuration not stated)	1
CC1CCC(C(C)C)C(OCC(O)CN2CCCC(C)C2)C1 (configuration not stated)	-9
COc1cc(-c2nc3nc(C)cc(C)n3c2Nc2ccc(Cl)cc2)ccc1O	5

Two entries picked at random from the list so far:
SMILES	RBX1-CUL1 inh
COc1cc(-c2nc3nc(C)cc(C)n3c2Nc2ccc(Cl)cc2)ccc1O	5
CCC(CC)C(=O)N1CCc2c(cnc(C)c2CNS(=O)(=O)c2cccs2)C1	4

(further entries)
SMILES	RBX1-CUL1 inh
COc1ccc(NS(=O)(=O)c2ccc(NC(=O)Nc3ccc(Cl)cc3)cc2)cc1	-2
CCCCNC(=O)Cc1coc2ccc3ccccc3c12	3
c1ccc(Cc2c[n+]3cc(-c4ccccc4)[nH]c3s2)cc1	-3
CCOC(=O)C1C=Nc2c(N=Nc3ccccc3)c(=O)[nH]n2C1=N (configuration not stated)	-10
O=C(CCCOc1ccc(Cl)cc1)Nc1ncn[nH]1	5
CCOC(=O)c1c(NC(=O)Cc2ccc(Cl)cc2)sc(C(=O)N(C)C)c1C	1
O=C(CSc1ccccn1)Nc1ccc(F)cc1	-6
COCCN1CCCC2(CCN(Cc3ccc(F)cc3OC)C2)C1=O (configuration not stated)	2
COc1ccccc1CNC(=O)C1C=Nc2ccc(S(=O)(=O)Nc3cc(C)cc(C)c3)cc2C1=O (configuration not stated)	7
O=C(N/N=C/c1ccccc1[N+](=O)[O-])c1cccs1	9
O=C(O)c1cc2c(s1)C=Cc1ccccc1C2	5
Cc1cccc(N2CCN(C(=O)Cn3nnnc3CN3CCC(C)CC3)CC2)c1C	-1
CCCCN(CCCC)C(=O)c1cc2c(=O)n3cccc(C)c3nc2s1	5
CS(=O)(=O)N1CCN(C(=O)c2cc(Br)cs2)CC1	4
COC(=O)c1cc(NC(=O)CSc2nc(C)nc3sc4c(c23)CCC4)cc(C(=O)OC)c1	2
Cc1cc(C)n(/N=C/c2ccc(Br)s2)c(=O)c1C#N	6
Cn1c(=O)c2c(-c3ccccc3)n3c(c2n(C)c1=O)C(c1ccc([N+](=O)[O-])cc1)Nc1ccccc1-3 (configuration not stated)	3
C=CCC(CC=C)(NC(=O)c1ccc(F)cc1)c1ccccc1	-1
CC1(C)N=C(N)N=C(N)N1CCc1ccccc1	2
O=C(N[C@H]1CCCCNC1=O)c1ccc(N2CCC(NCCCn3ncc4ccccc43)CC2)cc1	-9
CCC(=O)Nc1cc(S(=O)(=O)NC(C)C)ccc1OC	2
Cc1ccc(C(=O)Oc2ccc(-n3c(C)ccc3C)cc2)cc1	2
CCC(=O)N1c2ccccc2-c2nnc(SC)nc2OC1c1ccc(-c2ccc(C)c(Cl)c2)o1 (configuration not stated)	5
CC1=C(C#N)c2nc(N)c(C#N)c(C)c2/C1=C\c1ccccc1	2
COc1ccc(C(=O)Nc2ccc3nc(SCC(=O)Nc4cc(Cl)ccc4C)sc3c2)cc1	-2
Cc1ccc(C(=O)N2CCC(C)CC2)cc1NC(=O)c1nsc2ccccc12	4
Cc1ccc(CNC(=O)c2c[nH]n3c(=O)c(Cc4ccc(F)cc4Cl)c(C)nc23)cc1	3
Cc1ccc(NC2(C(=O)N3CCC(c4cc(=O)[nH]cn4)CC3)CCCC2)cc1	2
COc1cccc(CCC2CCCN(C(C)=O)C2)c1 (configuration not stated)	-4
O=C(c1ccc2c3c(cccc13)CC2)C1CCCN(C(=O)c2cnc3ccccn3c2=O)C1 (configuration not stated)	14
Cc1nnc2sc(Cc3ccc(Cl)cc3)nn12	7
COC(=O)[C@H]1C(C)=C(c2ccccc2)S[C@]1(c1ccccc1)c1nc2ccccc2[nH]1	0

Screening data deposited in PubChem by Icahn School of Medicine at Mount Sinai.
